NPSR antagonist: neuropeptide S receptor (human) antagonism, cAMP | Q6W5P4 | CHO-NPSR cells, cAMP TR-FRET, antagonist mode | Potency, µM (titrated, usually from 38.3 µM), without a hit: at the highest dose activity change, negative = inhibition, actives largely listed as inhibitors | hit rate 1% among 220,000 | AID 1461; note: % is set by controls: 0 for no effect and ±100 for the full control effect; nearly all actives have a fitted effect of over 50% in size; many of its hits are not listed in these tables
Epigenetic derep: derepresses silenced GFP reporter in murine cells; murine LDR cells, GFP reporter derepression, 30 h; Potency, µM (series often up to 53.9 µM), inactives show at the top dose GFP activation, hits mostly activators; hit rate 0.2% among 280,000; AID 1865; note: % of control where 0% means no effect; nearly all actives have a fitted effect of over 60% in size
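GFP-positive cell count by laser-scanning cytometry (objects 20–120 um) after 30 h, 37 C compound exposure of murine LDR cells; reporter is CMV-GFP integrated at a silenced locus, inducible by HDAC or DNMT inhibitors.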
Tau fluor counter: counter-screen for tau fibril formation inhibitors | tau K18 P301L Alexa594 fluorescence, heparin fibrillization | hit rate 0.93% among 280,000 | AID 1463 | Potency, µM (titrated, usually from 57.7 µM), inactives show at the top dose activity change, negative = decrease; note: % is set by controls: 0 for no effect and ±100 for the full control effect; nearly all actives have a fitted effect of over 55% in size
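Human tau K18 P301L (15 uM unlabeled, 0.24 uM Alexa 594-labeled) in 100 mM sodium acetate pH 7 with 20 uM heparin, 6 hr at 37 C. ThT 30 uM added, 1 hr ambient; Alexa 594 FP and total fluorescence read at 555/632 nm.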
GAA glycogen: alters human alpha-glucosidase cleavage of glycogen | hit rate 0.38% among 300,000 | recombinant GAA, glycogen substrate, Amplex Red glucose oxidase fluorescence | AID 2100 | Potency, µM (doses to about 76.4 µM), inactives show at the top dose activity change, negative = inhibition, most hits filed as inhibitors | P10253;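 note: 0% = full enzyme reaction and -100% = no-enzyme basal signal; the screen sought inhibitors and activators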
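Natural-substrate format: glycogen cleavage by 4 nM human enzyme, glucose read by Amplex Red coupling (Ex 573, Em 610 nm). Normalized to enzyme and no-enzyme controls.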
GLA spleen mod: inhibits or activates alpha-galactosidase in human spleen homogenate | human spleen homogenate, 4MU-alpha-Gal fluorescence, 40 min | hit rate 0.008% among 240,000 | Potency, µM (doses to about 80 µM), inactives show at the top dose activity change, negative = inhibition, usual class: inhibitors | P06280;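 note: 0% = enzyme with vehicle and -100% = no enzyme basal signal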
Target sequence (P06280 32-429 limits assumed): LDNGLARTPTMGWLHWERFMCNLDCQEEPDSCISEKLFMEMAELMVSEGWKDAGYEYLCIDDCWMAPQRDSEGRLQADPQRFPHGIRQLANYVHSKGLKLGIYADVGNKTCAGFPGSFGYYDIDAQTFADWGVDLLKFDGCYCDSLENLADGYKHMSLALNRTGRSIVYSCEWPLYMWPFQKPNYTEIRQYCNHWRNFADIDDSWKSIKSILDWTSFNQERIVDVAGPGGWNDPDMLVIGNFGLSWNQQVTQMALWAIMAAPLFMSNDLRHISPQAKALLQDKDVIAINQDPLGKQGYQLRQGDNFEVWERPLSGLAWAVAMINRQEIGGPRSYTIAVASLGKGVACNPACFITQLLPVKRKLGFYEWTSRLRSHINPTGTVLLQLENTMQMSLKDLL
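Inhibition or activation of alpha-galactosidase in human spleen homogenate is scored by 4-MU fluorescence after 40 min at 37C, pH 5.0, with 1 mM substrate. AC50s come from concentration-response fitted to the Hill equation.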
GAA inhib: inhibitors of human lysosomal alpha-glucosidase | P10253 | purified human GAA, 4-MU-alpha-glucoside fluorescence | Potency, µM (top dose mostly 76.9 µM), without a hit: top-dose activity change, negative = inhibition, usual class: inhibitors | hit rate 0.005% among 200,000;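 note: plate controls were uninhibited enzyme wells for no effect and no-enzyme background for full effect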
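Activity normalized between no-enzyme (basal) and enzyme-only wells. Conditions: 4 nM human enzyme, 400 uM fluorogenic substrate, citrate/phosphate pH 5.0 with Tween-20, 20 min room temperature, compounds up to 77 uM.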
GAA spleen mod: lysosomal alpha-glucosidase (human) modulation | Potency, µM (series often up to 79.9 µM), for the others: at the top dose activity change, negative = inhibition, hits mostly inhibitors | AID 2112 | human spleen homogenate, 4-MU-alpha-glucoside fluorescence | hit rate 0.006% among 240,000 | P10253;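 note: 0% = enzyme with vehicle and -100% = no enzyme basal signal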
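Human spleen homogenate (1 ug) with 4-methylumbelliferyl-alpha-D-glucopyranoside (1 mM final) in 50 mM citrate/phosphate pH 5.0, 0.01% Tween-20; 40 min at 37 C. Stopped at pH 10; 4-MU fluorescence Ex 365/Em 440 nm; AC50 by Hill fit.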
ALDH1A1 inh: ALDH1A1 (human) enzyme inhibition; hit rate 7.3% among 220,000; P00352; Purified ALDH1A1, NADH fluorescence, propionaldehyde substrate; Potency, µM (titrated, usually from 75.3 µM), for the others: at the highest dose activity, negative = inhibition, most hits filed as inhibitors; AID 1030; active = well fitted inhibition curve with a large enough effect, not every such curve was filed as active; inconclusive = small, poorly fitted or top-dose-only effect, or another doubt; inactive = no such curve, though single readings can be large or run the other way;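 note: plate controls were no enzyme wells and a reference inhibitor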
Target sequence (P00352 whole entry, looked up): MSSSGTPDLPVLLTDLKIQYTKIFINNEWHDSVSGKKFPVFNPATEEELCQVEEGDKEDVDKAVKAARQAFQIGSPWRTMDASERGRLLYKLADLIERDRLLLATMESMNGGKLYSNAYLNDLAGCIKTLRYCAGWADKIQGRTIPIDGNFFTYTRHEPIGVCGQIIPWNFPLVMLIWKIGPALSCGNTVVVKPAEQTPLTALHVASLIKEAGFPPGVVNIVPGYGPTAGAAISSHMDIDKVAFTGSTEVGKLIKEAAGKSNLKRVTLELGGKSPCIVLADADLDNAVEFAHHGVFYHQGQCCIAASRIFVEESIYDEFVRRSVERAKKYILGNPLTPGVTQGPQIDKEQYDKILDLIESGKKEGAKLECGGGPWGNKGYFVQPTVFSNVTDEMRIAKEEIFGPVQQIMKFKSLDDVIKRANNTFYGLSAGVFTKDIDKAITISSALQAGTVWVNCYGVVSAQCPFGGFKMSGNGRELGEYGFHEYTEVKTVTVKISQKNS
* hit, by the source's call; ? = inconclusive; . = not tested or not shown; & = joins results of further samples; [ ] = another dose, or the depositor's remark. Unless noted, calls come from the whole dose curve; as a rule, active = well fitted curve in the direction sought with a large enough effect; inconclusive = small, poorly fitted or top-dose-only effect, or another doubt; inactive = no such curve, though single readings can be large; an effect the other way counts as inactive or inconclusive. Potency is the fitted concentration of half-maximal effect. This is a subset (hit frequency here may not be typical).

Molecule,NPSR antagonist,Epigenetic derep,Tau fluor counter,GAA glycogen,GLA spleen mod,GAA inhib,GAA spleen mod,ALDH1A1 inh
O=c1c2sccc2nc(SCc2cc(=O)n3cc(Cl)ccc3n2)n1-c1ccc(F)cc1,-21%[46.1 µM],0.0%,-9%,14%,1%,2%,-7%,11%
CCOC(=O)c1c(NC(=O)CN2C(=O)NC(C)(c3ccc(OC(F)F)cc3)C2=O)sc(C)c1C (configuration not stated),-17%,0.0%,-17%,3%,2%,-8%,-4%,-4%
COC(=O)Nc1nn(-c2ccc(OC)cc2)c(=O)c(C#N)c1C,2%,0.2%,-1%,5%,-3%,4%,-3%,25µM*
Cc1ccc(-c2cn3cc([N+](=O)[O-])ccc3n2)cc1,5%,2.3%,-1%,-2%,-3%,?,-12%,?
O=S(=O)(c1cccs1)N1CCC(CO)(Cc2cccc(F)c2)CC1,26%,-2.8%,0%,-20%,-5%,-6%,-14%,?
Nc1nonc1-n1nnc(C(=O)N/N=C/c2ccc(OCc3ccccc3)cc2)c1COc1ccc(F)cc1,-32%,1.1%,-13%,4%,-7%,.,2%,.
O=c1c(Cc2c(F)cccc2Cl)c(O)ccn1C1CCCCCC1,-27%,7.3%,-15%,-2%,2%,0%,-1%,0%
CCn1c(N)c(C(=O)N2CCOCC2)sc1=S,-3%[46.1 µM],0.0%,-10%,6%,2%,-5%,1%,-14%
COc1ccc(S(=O)(=O)N2CCOCC2)cc1NC(=O)c1cc2c(s1)CCCC2,-18%,-1.0%,-15%,5%,-3%,-4%,-5%,4µM*
CC(O)c1nc2ccccc2n1CCCOc1ccccc1 (configuration not stated),-4%,0.1%,8%,-2%,4%,.,-1%,.
O=c1c(S(=O)(=O)c2ccc(Cl)cc2)cn(Cc2cccc(F)c2)c2ccc(F)cc12,-19%,-1.0%,-10%,-10%,-3%,2%,0%,7%
CC(NC(=O)OCc1ccccc1)C(=O)NCC(=O)NC(Cc1ccc(OC(C)(C)C)cc1)C(=O)OC(C)(C)C (configuration not stated),-7%,0.0%,-12%,-9%,-7%,?,-13%,?
CCOC(=O)COc1ccc(S(=O)(=O)NCc2ccco2)cc1,-2%[46.1 µM],0.5%,-1%,-7%,-1%,-5%,-7%,-2%
Cc1ccc(F)cc1NCC(=O)Nc1ccc(Cl)cc1F,-6%[46.1 µM],-0.9%,-29%,-7%,3%,4%,-1%,-3%
COc1ccc(N2C(=O)CC(N3CCC(c4nc5ccccc5[nH]4)CC3)C2=O)cc1 (configuration not stated),-15%[46.1 µM],-0.1%,-9%,3%,10%,2%,-14%,?
COc1ccccc1CNc1ncnc2ccc(-c3cccnc3)cc12,.,-0.2%,-18%,.,0%,.,-16%,-6%
Cc1ccc(C(=O)Nc2ccc(S(=O)(=O)N3CCN(C)CC3)cc2)o1,6%[46.1 µM],1.0%,-4%,-4%,1%,-4%,2%,?
CN(c1ccccc1)S(=O)(=O)c1cc(C(=O)OCC(N)=O)ccc1Cl,-2%,-0.4%,-8%,2%,1%,13%,6%,21%
CSc1nc(N)nc(-c2cccs2)c1C#N,-1%[46.1 µM],-1.1%,-4%,-6%,-2%,-2%,-13%,-8%
c1ccc(SCc2nc(-c3ccccn3)no2)cc1,5%[46.1 µM],0.0%,-14%,8%,-8%,-2%,0%,?

12 entries from above, with two lines to a compound:
Below each SMILES – NPSR antagonist	Epigenetic derep	Tau fluor counter	GAA glycogen	GLA spleen mod	GAA inhib	GAA spleen mod	ALDH1A1 inh
COc1ccc(S(=O)(=O)N2CCOCC2)cc1NC(=O)c1cc2c(s1)CCCC2
→ -18%	-1.0%	-15%	5%	-3%	-4%	-5%	4µM*
CC(O)c1nc2ccccc2n1CCCOc1ccccc1 (configuration not stated)
→ -4%	0.1%	8%	-2%	4%	.	-1%	.
O=c1c(S(=O)(=O)c2ccc(Cl)cc2)cn(Cc2cccc(F)c2)c2ccc(F)cc12
→ -19%	-1.0%	-10%	-10%	-3%	2%	0%	7%
CC(NC(=O)OCc1ccccc1)C(=O)NCC(=O)NC(Cc1ccc(OC(C)(C)C)cc1)C(=O)OC(C)(C)C (configuration not stated)
→ -7%	0.0%	-12%	-9%	-7%	?	-13%	?
CCOC(=O)COc1ccc(S(=O)(=O)NCc2ccco2)cc1
→ -2%[46.1 µM]	0.5%	-1%	-7%	-1%	-5%	-7%	-2%
Cc1ccc(F)cc1NCC(=O)Nc1ccc(Cl)cc1F
→ -6%[46.1 µM]	-0.9%	-29%	-7%	3%	4%	-1%	-3%
COc1ccc(N2C(=O)CC(N3CCC(c4nc5ccccc5[nH]4)CC3)C2=O)cc1 (configuration not stated)
→ -15%[46.1 µM]	-0.1%	-9%	3%	10%	2%	-14%	?
COc1ccccc1CNc1ncnc2ccc(-c3cccnc3)cc12
→ .	-0.2%	-18%	.	0%	.	-16%	-6%
Cc1ccc(C(=O)Nc2ccc(S(=O)(=O)N3CCN(C)CC3)cc2)o1
→ 6%[46.1 µM]	1.0%	-4%	-4%	1%	-4%	2%	?
CN(c1ccccc1)S(=O)(=O)c1cc(C(=O)OCC(N)=O)ccc1Cl
→ -2%	-0.4%	-8%	2%	1%	13%	6%	21%
CSc1nc(N)nc(-c2cccs2)c1C#N
→ -1%[46.1 µM]	-1.1%	-4%	-6%	-2%	-2%	-13%	-8%
c1ccc(SCc2nc(-c3ccccn3)no2)cc1
→ 5%[46.1 µM]	0.0%	-14%	8%	-8%	-2%	0%	?

Further structures follow:
Molecule,NPSR antagonist,Epigenetic derep,Tau fluor counter,GAA glycogen,GLA spleen mod,GAA inhib,GAA spleen mod,ALDH1A1 inh
COc1ccccc1NC(=O)Nc1cccc(NC(C)=O)c1,50%,0.1%,-20%,-6%,3%,.,1%,.
CN(C)S(=O)(=O)c1cccc(C(=O)OCC(=O)Nc2sccc2C(N)=O)c1,-29%[46.1 µM],-2.5%,-19%,5%,6%,-10%,-7%,-13%
O=C(COc1ccccc1)Nc1ccc(S(=O)(=O)N2CCOCC2)cc1,-4%[46.1 µM],0.8%,0%,2%,4%,-5%,-10%,-2%
Cc1cccc(N2CCN(C(=O)c3ccc(CS(=O)(=O)c4ccccc4C)o3)CC2C)c1 (configuration not stated),-1%[46.1 µM],0.8%,-20%,-8%,0%,-10%,-2%,-4%
Cc1cccc(C(=O)NNC(=O)c2ccc(Cl)cc2)c1O,-5%[46.1 µM],0.0%,1%,0%,14%,2%,-3%,?
Cc1[nH]nc2c1C(c1ccsc1C)C(C#N)=C(N)O2 (configuration not stated),1%[46.1 µM],0.5%,-13%,0%,1%,?,4%,-8%
COc1cc(Cl)cc(C2NC(=O)NC(C)=C2C(C)=O)c1OCC(=O)O (configuration not stated),-3%[46.1 µM],0.0%,-6%,2%,0%,1%,-1%,2.2µM*
N#CC(c1nc2ccccc2nc1N1CCOCC1)S(=O)(=O)c1ccccc1 (configuration not stated),55%,-1.3%,-21%,5%,6%,-22%,5%,4%
CS(=O)(=O)N(CCC#N)Cc1ccc(/C=C2\C(=O)Nc3ccccc32)o1,-28%,1.2%,-11%,-1%,-4%,-7%,.,0%
O=C(Oc1cc(=O)oc2ccccc12)c1ccco1,13%[46.1 µM],0.0%,-5%,10%,3%,-6%,3%,?
CCn1c(SCc2ccc(C)cc2)nnc1-c1cnccn1,4%[46.1 µM],-3.9%,2%,3%,-3%,0%,0%,-3%
COc1ccc(NC(=O)c2ccco2)cc1NC(=O)c1cccc(OC(C)C)c1,-14%[46.1 µM],-0.9%,-20%,-14%,3%,-5%,-5%,-4%
COc1cccc(N2CN(C3CCCCC3)CNC2=S)c1,-10%,-0.3%,-10%,8%,-1%,-5%,-4%,-4%
Cc1ccc(-c2nc(NCC3CCCO3)sc2C)cc1 (configuration not stated),-15%,-0.2%,-12%,-24%,0%,3%,3%,28µM*
O=C(COC(=O)/C=C/c1ccccc1Cl)NC(=O)Cc1ccccc1,15%,4.5%,-20%,6%,-6%,-1%,-5%,-1%
CCCOc1cccc(OCCSc2nc(C)cc(=O)[nH]2)c1,-1%[46.1 µM],3.7%,-2%,7%,-3%,-4%,-10%,-10%
Cn1c(N)c(C(=O)COC(=O)c2cc(S(=O)(=O)N3CCCCC3)ccc2Cl)c(=O)n(C)c1=O,-4%,-1.8%,-20%,2%,0%,-7%,-6%,0%
Cc1cc(C(=O)OCC(N)=O)c(C)n1-c1ccccc1,6%,1.1%,-6%,2%,-5%,-4%,-4%,1%
COc1ccc(C=C2c3ccccc3C(=O)c3ccccc32)c(OC)c1,-31%,0.9%,?,-1%,8%,.,0%,.
CCN(CC)Cc1cc(C(=O)O)c(-c2ccccc2)o1,4%,-2.3%,18%,3%,3%,.,2%,.
O=C(CSC1=NCCN1)NC(c1ccccc1)c1ccccc1,-3%,22%,-4%,9%,1%,4%,2%,-1%
Cc1ccc(CN2CCN(CC(=O)NCCCN3CCN(c4ccc(F)cc4)CC3)C2=O)cc1,1%[46.1 µM],2.8%,-11%,-1%,6%,5%,1%,?
Cc1csc(OCC(=O)Nc2ccc(C)c(C)c2)n1,-6%[46.1 µM],-1.0%,-7%,18%,7%,0%,0%,?
N#CC(C(=O)OCc1ccccc1)c1nc2ccccc2nc1N1CCOCC1 (configuration not stated),?,0.0%,-15%,-1%,-6%,2%,-6%,-4%
Cc1cccc(C)c1N(CC(=O)Nc1cc(Cl)ccc1Oc1ccccc1)S(C)(=O)=O,-24%[46.1 µM],2.5%,?,-6%,3%,2%,-7%,?
Cc1ccc(C(=O)Nc2c(C(=O)N3CCOCC3)cnn2-c2ccccc2)cc1,-8%[46.1 µM],-0.7%,2%,17%,-2%,-16%,-1%,?
NC(=O)N1c2ccccc2CC(=O)c2ccccc21,5%[46.1 µM],-1.1%&8.0%&2.1%,-21%&-16%&-10%,-12%&-19%,-2%&-20%&-10%,-2%,-24%&1%&8%,8%

Screening data as filed in PubChem BioAssay.
